MrgX1 antagonist: antagonists of human MrgX1 receptor, primary screen, HEK293 cells, Fluo-4 calcium flux | AID 588676, 2011 | 1.3% of 310,000 active | B-score at 10 µM | Mas-related G-protein coupled receptor member X1 (Homo sapiens), Q96LB2 | BAM8-22 antagonism; active compounds read low;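 active = calcium-response B-score plate-corrected more than 3 library SD below zero, starting fluorescence within 5 deviations, no agonist response on first addition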;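 note: peak minus trough fluorescence over baseline after final BAM8-22 challenge near maximal dose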
Target sequence (Q96LB2 whole entry, looked up): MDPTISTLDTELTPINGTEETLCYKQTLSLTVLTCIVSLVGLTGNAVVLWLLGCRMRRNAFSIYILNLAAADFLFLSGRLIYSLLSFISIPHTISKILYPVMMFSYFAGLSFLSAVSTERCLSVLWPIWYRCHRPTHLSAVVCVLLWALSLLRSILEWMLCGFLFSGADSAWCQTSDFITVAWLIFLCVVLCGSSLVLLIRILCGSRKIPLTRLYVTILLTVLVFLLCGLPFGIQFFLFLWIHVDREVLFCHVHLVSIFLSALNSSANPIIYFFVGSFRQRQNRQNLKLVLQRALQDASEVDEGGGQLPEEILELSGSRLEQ
MrgX1 allo act: positive allosteric modulators of MrgX1, primary screen, HEK293 cells, Fluo-4 calcium flux; AID 588675, 2011; B-score at 10 µM; FDSS; active compounds read high; 0.63% of 310,000 active; Mas-related G-protein coupled receptor member X1 (Homo sapiens), Q96LB2;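 active = plate-corrected calcium response at least 3 library SD above typical, normal starting fluorescence, not activating the receptor alone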;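 note: compound read alongside a low EC10 to EC30 dose of BAM8-22 agonist; peak minus trough fluorescence over baseline measured at the second addition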
RGS4 block: RGS4 inhibitors, primary screen, cell-based, HEK293 M3R inducible RGS4, calcium flux. Fluo-4 calcium flux; active compounds read high; triggered by carbachol at its EC20. 0.45% of 310,000 active. B-score at 10 µM. AID 463165, 2010. Regulator of G-protein signaling 4 (Homo sapiens), P49798;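 active = B-score, a plate-corrected calcium signal, over three deviations above library mean, with baseline fluorescence within five deviations of library mean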;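 note: RGS4 expression induced by doxycycline in cells with stable M3 receptor; B-score is computed from the integrated fluorescence ratio over baseline after carbachol; higher B-score means a larger calcium signal and so more RGS4 inhibition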
Target sequence (P49798 whole entry, looked up): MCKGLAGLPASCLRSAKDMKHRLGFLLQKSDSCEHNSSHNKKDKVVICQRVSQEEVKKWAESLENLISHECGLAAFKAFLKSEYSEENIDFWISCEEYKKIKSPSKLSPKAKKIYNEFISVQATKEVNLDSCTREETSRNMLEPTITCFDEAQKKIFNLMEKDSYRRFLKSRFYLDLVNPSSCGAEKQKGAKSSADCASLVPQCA
TRPC6 activator: mouse TRPC6 channel activators, primary screen, cell-based, HEK293, membrane potential dye; AID 2550, 2010; 0.13% of 310,000 active; HEK293-TRPC6 membrane potential dye fluorescence; active compounds read high; B-score at 10 µM;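 active = B-score of the integrated fluorescence ratio above library mean plus 3 SD, and starting fluorescence ratio within library mean plus 5 SD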;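 note: higher score means more depolarization so channel activation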
TRPC6 inhibitor: mouse TRPC6 channel inhibitors, primary screen, cell-based, HEK293, membrane potential dye | Short transient receptor potential channel 6 (Mus musculus), Q61143 | ACh-evoked depolarization; active compounds read low | B-score at 10 µM | 1.1% of 310,000 active;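 active = B-score under library mean minus 3 SD, initial fluorescence not abnormally high, positive integrated signal ratio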;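 note: B-score derived from integrated fluorescence ratio over the kinetic read; more negative B-score means stronger inhibition of depolarization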
SKKanGAS inh: S. pyogenes SKKanGAS growth inhibitors in kanamycin, primary screen, streptokinase expression inhibitor project, SKKanGAS strain, BacTiter-Glo luminescence. 6 h. inhibition, % at 7.5 µM. 1.3% of 300,000 active;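 active = mean replicate score, as percent of positive control median, at least 50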;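 note: strain carries kanamycin resistance gene driven by streptokinase promoter and grows in 40 µg/ml kanamycin; loss of luminescence reflects streptokinase promoter inhibition or plain growth inhibition; 0% = median of DMSO wells and 100% = positive control at its reference dose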
RGS4 act: RGS4 potentiators or activators, primary screen, cell-based, HEK293 M3R inducible RGS4, calcium flux; carbachol calcium flux Fluo4; active compounds read low; B-score at 10 µM; 0.92% of 310,000 active;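 active = B-score of the integrated calcium signal more than 4 SD below the library mean, with starting fluorescence not abnormally high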;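 note: negative B-score means reduced calcium response which marks RGS4 activation or potentiation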
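System – HEK293 FlpIn-TREx cells, stable M3R, doxycycline-inducible RGS4 · Reagent – ECmax carbachol challenge · Times – compound preincubation 20 min at room temperature before agonist · Technique – Fluo4 fluorescence kinetic imaging of calcium · Measure – B score of integrated Fluo4 ratio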
ANO1 activ: TMEM16A chloride channel activators or potentiators, primary screen, cell-based, HTS | Anoctamin-1 (Mus musculus), Q8BHY3 | HEK293 TMEM16A/YFP-H148Q/I152L, iodide quench fluorescence; active compounds read low | B-score at 10 µM | 0.3% of 340,000 active;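 active = fluorescence-ratio B-score plate-corrected deviation score at least 3 library SD below zero, with starting fluorescence score within 5 deviations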;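 note: channel opened by trigger with iodide after compound preincubation; score built on the fluorescence ratio of max minus min over baseline; more negative score means more quench and so TMEM16A activation or potentiation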
MrgX1 ag: agonists of human MrgX1 receptor, primary screen, HEK293 cells, Fluo-4 calcium flux; 0.44% of 310,000 active; Fluo-4 calcium fluorescence, agonist mode; active compounds read high; B-score at 10 µM; AID 588627, 2011;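 active = calcium response B-score plate-corrected fluorescence ratio at least 3 library SD, with starting fluorescence B-score inside 5 SD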
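times = overnight plating, then 30 min 37 °C plus 30 min room-temperature dye loading | assay system = stable human MrgX1 HEK293 cell line | input = fifteen thousand cells per well | signal = kinetic calcium dye fluorescence, Fluo-4 NW | dosing = compound delivered in addition one of three | read-out = B-scored fluorescence response ratio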
TMEM16A inh: TMEM16A chloride channel inhibitors, primary screen, cell-based, HTS; Anoctamin-1 (Mus musculus), Q8BHY3; HEK293 TMEM16A/YFP iodide influx fluorescence, ionomycin; normalized B-score (activity score, 25-100; higher = stronger inhibition) at 10 µM; 1.2% of 310,000 active; AID 588511, 2011;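 active = ratio plate-corrected score three or more library SD toward inhibition, starting fluorescence score within five deviations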;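 note: score derived from kinetic fluorescence span divided by baseline fluorescence per well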
HDAC3 inh: HDAC3 deacetylase inhibitors, primary screen, biochemical, fluorescence, cell-free homogeneous; recombinant HDAC3, fluorogenic peptide/trypsin coupled; inhibition, % at 8.3 µM; AID 2718, 2010; 0.15% of 320,000 active; Histone deacetylase 3 (Homo sapiens), O15379; in the data active = inhibition above about 26%, passing the limit was not always enough
Target sequence (O15379 whole entry, looked up): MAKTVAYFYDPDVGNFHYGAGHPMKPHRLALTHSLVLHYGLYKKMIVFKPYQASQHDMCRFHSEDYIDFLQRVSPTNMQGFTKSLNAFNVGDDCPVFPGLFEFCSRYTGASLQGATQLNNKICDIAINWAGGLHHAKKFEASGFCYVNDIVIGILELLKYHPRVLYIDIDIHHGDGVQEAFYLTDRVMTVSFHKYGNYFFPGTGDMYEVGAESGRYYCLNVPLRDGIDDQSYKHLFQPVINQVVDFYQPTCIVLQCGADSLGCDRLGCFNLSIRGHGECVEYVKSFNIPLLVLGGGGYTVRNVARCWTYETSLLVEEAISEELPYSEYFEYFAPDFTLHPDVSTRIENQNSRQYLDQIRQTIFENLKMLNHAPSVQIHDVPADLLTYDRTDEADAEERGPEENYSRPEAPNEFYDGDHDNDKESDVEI
An asterisk follows results filed as active; i = inactive; nt = not tested or not shown.

SMILES | MrgX1 antagonist | MrgX1 allo act | RGS4 block | TRPC6 activator | TRPC6 inhibitor | SKKanGAS inh | RGS4 act | ANO1 activ | MrgX1 ag | TMEM16A inh | HDAC3 inh
Cc1nn(C)c(C)c1S(=O)(=O)N1CCCC(C(=O)NC2CCCCC2)C1 (centres undefined) | i | i | i | i | i | -3.1 | i | i | i | i | 7.2
Cc1nc2ccccc2n1-c1nc(-c2ccco2)cc(C(F)(F)F)n1 | i | i | i | i | i | -6.6 | i | i | i | i | -1.9
CC(=O)Nc1ccc(S(=O)(=O)NC(CC(=O)O)c2ccc(C)cc2)cc1 (centres undefined) | i | i | i | i | i | -1.1 | i | i | i | i | -2.0
O=C(CCCCC(=O)Nc1ccc(F)cc1)Nc1ccc(F)cc1 | i | i | i | i | i | 2.2 | i | i | i | i | -5.4
Cc1ccc(C(=O)N[C@H](C(=O)OCC(=O)NC2CCS(=O)(=O)C2)C(C)C)cc1 (some centres undefined) | i | i | i | i | i | -6.6 | i | i | i | i | 0.5
CCCCC1=CC2=C(c3ccco3)C(=O)C(C)(OC(=O)c3ccc(OC)cc3)C(=O)C2=CN1CCCN(CC)CC (centres undefined) | i | i | i | i | i | -4.4 | i | i | i | i | 1.4
Cc1nc2ccccc2cc1C(=O)NCc1ccc(F)cc1 | i | i | i | i | i | -18.2 | i | i | i | i | 7.6
C/C(=N/Nc1nc(-c2ccccc2)c(CC(=O)O)s1)c1ccccc1 | nt | nt | i | i | i | 28.6 | i | i | nt | nt | nt
CCC(C)[C@H](NS(=O)(=O)c1ccc(C)cc1)C(=O)N1CCC(C(=O)N2CCC(C(=O)OC)CC2)CC1 (some centres undefined) | i | i | i | i | i | -0.2 | i | i | i | i | -0.6
CN1CCN(C(=O)c2cnn3c(C(F)(F)F)cc(-c4ccc5c(c4)OCO5)nc23)CC1 | i | i | i | i | i | -2.2 | i | i | i | i | 6.3
CCOC(=O)c1cnc(-n2nc(C)cc2C)nc1N(C)C | i | i | i | i | i | 29.9 | i | i | i | i | 2.2
Cc1ccc(/C=C(/C#N)C(=O)NC(C)c2ccccc2)o1 (centres undefined) | i | i | i | i | i | 0.4 | i | i | i | i | -1.2
Nc1cc(Cl)nc(N/N=C/c2c(O)ccc3ccccc23)n1 | i | i | i | i | i | -12.4 | i | i | i | i | 1.7
CCn1nnnc1SCC(=O)c1cc(Cl)ccc1OC | i | i | i | i | i | 4.2 | i | i | i | i | -3.6
CCN(CC)c1ccc(C=Nc2ccc(C)cc2)c(O)c1 | i | i | i | i | i | 2.2 | i | i | i | i | 2.3
CCC1(c2ccccc2)NC(=O)N(CC(=O)NCCN2C(=O)S/C(=C\c3cccnc3)C2=O)C1=O (centres undefined) | i | i | i | i | i | -3.3 | i | i | i | i | -0.6
COc1ccc(C(=O)NNC(=O)C(NC(=O)c2ccccc2NC(=O)c2ccco2)C(C)C)cc1 (centres undefined) | i | i | i | i | i | -6.0 | i | i | i | i | 0.8
Cc1ccc(C(=O)NC(=S)N2CCN(C)CC2)cc1 | i | i | i | i | i | -8.4 | i | i | i | i | 2.4
C/C(=N\NC(=O)c1ccncc1)c1cccc(NC(=O)c2ccc(Cl)s2)c1 | i | i | i | i | i | nt | i | i | i | i | 4.9
Cc1ccc(S(=O)(=O)NNC(=O)c2ccncc2)cc1[N+](=O)[O-] | i | i | i | i | i | 0.5 | i | i | i | i | -0.3
O=C(NNC(=S)Nc1cccc(C(F)(F)F)c1)c1cccc(Cl)c1 | i | i | i | i | i | -2.8 | i | i | i | i | 4.3
Cc1ccc(NC(=O)CN2CCN(CCN=CC3=C(O)CC(c4ccc(C)cc4)CC3=O)CC2)cc1 (centres undefined) | i | i | i | i | i | 5.2 | i | i | i | i | 4.1
Cc1ccccc1Nc1nc(N)nc(CN2CCN(Cc3ccc4c(c3)OCO4)CC2)n1 | i | 8.04* | i | i | i | 7.0 | i | i | i | i | 7.5
COc1cc(/C=N/NC(=O)c2cc(-c3cccc(OC(C)C)c3)nc3ccccc23)ccc1O | i | i | i | i | i | 25.1 | i | i | i | i | 4.6
CCOCCCn1c(=S)[nH]c2cc(C(=O)NCC(OC)OC)ccc2c1=O | i | i | i | i | i | 1.0 | i | i | i | i | -2.6
CCn1cc(CN2CCC(n3nccc3NC(=O)c3ccc4c(c3)OCO4)CC2)c(C)n1 | i | i | i | i | i | 3.8 | i | i | i | i | -0.1
CC(=O)Nc1ccc(NC(=O)C(C)OC(=O)/C=C/c2cnc3ccccc3n2)cc1 (centres undefined) | i | i | i | i | i | -6.7 | i | i | i | i | -0.3
CCc1cc(=O)oc2cc(O[C@@H]3O[C@H](CO)[C@@H](O)[C@H](O)[C@H]3O)c(Cl)cc12 | i | i | i | i | i | -1.3 | i | nt | i | i | -1.6
Cc1cccc(C(=O)OCCN2CCOCC2)c1 | i | i | i | i | i | 0.8 | i | i | i | i | -5.3
O=C(c1cccnc1)N1CCN(Cc2ccc3c(c2)OCO3)CC1 | i | i | i | i | i | -3.4 | i | i | i | i | -0.4
CCCCN(CC)Cc1ccc(CNC(=O)Nc2ccc(OC)cc2OC)o1 | i | i | i | i | i | -4.8 | i | i | i | i | 8.6
O=C(NCCC1CCCCN1S(=O)(=O)c1cccs1)C(=O)Nc1ccc(F)cc1F (centres undefined) | i | i | i | i | i | 4.0 | i | i | i | i | nt
CC(=O)N/C(=C\c1ccccc1)C(=O)Nc1ccc(O)cc1 | i | i | i | i | i | 6.2 | i | i | i | i | 5.5
CCOc1ccc2nc(Cl)c(C3CC(c4ccccc4)=NN3C(=O)c3cccs3)cc2c1 (centres undefined) | i | i | i | i | i | 4.8 | i | i | i | i | -0.7
Cc1ccc(CSc2nnc(NC(=O)Cn3cnc4ccccc4c3=O)s2)cc1 | i | i | i | i | i | 29.5 | i | i | i | i | -2.8
Cc1cc(C)cc(NC(=O)c2cccc(NC(=O)C3C4CC5OC(=O)C3C5C4)c2)c1 (centres undefined) | i | i | i | i | i | 1.2 | i | i | i | i | -2.9
Cc1cc(C)n(C(=O)c2ccc(C)c(S(=O)(=O)N3CCCC3)c2)n1 | i | i | i | i | i | 0.6 | i | i | i | i | 1.5
O=C(NCc1cccs1)Nc1ccc2c(c1)OCO2 | i | i | i | i | i | -2.5 | i | i | i | i | 6.1
N#Cc1c(NC(=O)Cn2nc(C(F)(F)F)c3c2CCCC3)sc2c1CCC2 | i | i | i | i | i | 12.1 | i | i | i | i | 4.8
O=C(OCC(=O)N1CCN(C(=O)c2ccco2)CC1)c1cc(-c2ccco2)nc2ccccc12 | i | i | i | i | i | -0.6 | i | i | i | i | 0.6
Cc1cc(OC(=O)c2cccc(F)c2)c([N+](=O)[O-])c(=O)[nH]1 | i | i | i | i | i | -3.3 | i | i | i | i | -0.7
COc1ccc(NC(=O)NCc2ccc3c(c2)OCO3)c(OC)c1 | i | i | i | i | i | -2.2 | i | i | i | i | 15.6
COc1ccccc1-c1nc(SCC(=O)N2CCOCC2)n[nH]1 | i | i | i | i | i | -2.1 | i | i | i | i | 5.2
CC(C)(C)Cc1nnc(NC(=O)Cc2ccc([N+](=O)[O-])cc2)s1 | i | i | i | i | i | -1.7 | i | i | i | i | -0.5
COc1ccc(N(CC(=O)Nc2ccc(OC)c(Cl)c2)S(=O)(=O)c2c(C)noc2C)cc1 | i | i | i | i | i | -4.1 | i | i | i | i | -2.0
O=C(Cc1ccc([N+](=O)[O-])cc1)Nc1ccon1 | i | i | i | i | i | -3.4 | i | i | i | i | 13.5
COc1ccc(CSc2nnnn2C)cc1[N+](=O)[O-] | i | i | i | i | i | -3.8 | i | i | i | i | 2.8
Cc1nn(-c2ccccc2)c(C)c1NS(=O)(=O)c1ccccc1 | i | i | i | i | i | -11.1 | i | i | i | i | -0.4
Cc1ccc(C(C)NC(=S)NCc2ccc(F)cc2)cc1C (centres undefined) | i | i | i | i | i | 2.8 | i | i | i | i | -1.0
Cc1cccc(NC(=O)CCc2nc3sc4c(c3c(=O)[nH]2)CCCC4)c1 | i | i | i | i | i | 19.6 | i | i | i | i | -0.3
Cc1ccccc1NC1=C(Cl)C(=O)OC1OC(=O)c1ccco1 (centres undefined) | i | i | i | i | i | 3.6 | i | i | i | i | 11.6
COc1ccc(-c2nnc(SCC(=O)Nc3nc4ccccc4s3)n2C)cc1 | nt | nt | i | i | i | -0.6 | i | i | nt | nt | nt
CCOC(=O)C1(CC2CC2)CCN(S(=O)(=O)/C=C/c2ccccc2)CC1 | i | i | i | i | i | 22.4 | i | i | i | i | 0.5
O=[N+]([O-])c1ccc(Nc2ccccn2)c([N+](=O)[O-])c1 | i | i | i | i | i | 3.8 | i | i | i | i | 2.3
Cc1ccc(NC(=O)CNC(=O)c2ccccc2F)cc1Cl | i | i | i | i | i | -2.8 | i | i | i | i | -5.1
CCn1cc(C(=O)NCCCOC)c(=O)c2cc(S(=O)(=O)N3CCC(C)CC3)ccc21 | i | i | i | i | i | 3.1 | i | i | i | i | -1.2
C=C(C)C(=O)N1CC2(CC(c3cccc(NC(=O)c4ccccc4)c3)=NO2)C[C@@H]1C(N)=O (some centres undefined) | i | i | i | i | i | 0.6 | i | i | i | i | -2.8
CC(C)Oc1ccc(CNC(=O)CCC(=O)N2CCSc3ccccc32)cc1 | i | i | i | i | i | -3.0 | i | i | i | i | -4.3
c1ccc(Cc2nnc3sc(-c4cccs4)nn23)cc1 | i | i | i | i | i | 12.9 | i | i | i | i | 7.6
COc1cc(C2NC(=S)NC(C)=C2C(=O)c2ccccc2)ccc1O (centres undefined) | i | i | i | i | i | 7.3 | i | i | i | i | 1.6
CC(C)CC(=O)NC(=S)NCCc1ccccc1 | i | i | i | i | i | -4.7 | i | i | i | i | -3.2
Cc1cc(SCC(=O)Nc2ncc(Cl)cc2Cl)nc2ccccc12 | i | i | i | i | i | -8.0 | i | i | i | i | -0.3
